Screens deposited in PubChem by NCI.
NCI-60 one-dose screen, 48 h, at 10 µM unless noted. Numbers give growth in % (100 = growth as untreated, 0 = no growth, -100 = all killed).
HL-60(TB) – HL-60(TB) leukemia cells. 78,000 compounds, 9% hits; active = growth percent below 10
An asterisk follows results filed as active; & = joins results of further samples; ! = repeats disagree; [ ] = remark or other dose. A portion of the library, so the mix of outcomes need not match the whole.

no. | molecule | HL-60(TB)
1 | CCOC(=O)C1C(=O)C=C(c2cnccn2)CC1c1ccc(OC)c(OC)c1 (stereo unspecified) | 64
2 | CCCCC1(C)NC(=O)NC1=O (stereo unspecified) | 81
3 | COc1cc(-c2c[nH]cc2-c2ccccc2)c(OC)c2c1OCO2 | 96
4 | CC(C)C(=O)Oc1ccc(/C=C/c2cc(OC(=O)C(C)C)cc(OC(=O)C(C)C)c2)cc1 | 80
5 | COc1ccc(-c2nnc(SCC(=O)Nc3ccc(C(=O)/C=C/c4ccc(Cl)cc4)cc3)n2-c2ccccc2)cc1OC | 101[100 µM]
6 | C=CCn1cc(-c2nc3ccccc3s2)c2cc(-c3ccc4c5c(cccc35)C(=O)N(CCN3CCNCC3)C4=O)ccc21 | 103
7 | COC1OC(C(COC(C)=O)OC(C)=O)C(OC(C)=O)C(OC(C)=O)C1OC(C)=O (stereo unspecified) | 132
8 | CC1=CC(=O)OC(C)(C)O1 | 105
9 | O=S(=O)(OCCN(CCOS(=O)(=O)c1ccccc1)S(=O)(=O)c1ccccc1)c1ccccc1 | 85
10 | CCOC(=O)c1cc2c(n1Cc1cc(OC)cc(OC)c1)-c1nc(NC(C)=O)sc1CCC2 | 89
11 | Cc1n[nH]c(C)c1N=Nc1ccc(-c2cc(-c3ccc(N=Nc4c(C)n[nH]c4C)cc3)cc(-c3ccc(N=Nc4c(C)n[nH]c4C)cc3)c2)cc1 | 110
12 | COc1cc(C2SCC(=O)N2n2cnnc2)cc(OC)c1OC (stereo unspecified) | 107
13 | CN(C)c1ccc(C2CC(c3ccccc3)=NN2Cn2nnc3ccccc32)cc1 (stereo unspecified) | 100
14 | CCOC(=O)C1=C(C)N2C(=NC3=C(CCC/C3=C\c3ccc(OC)cc3)C2c2ccc(OC)cc2)S1 (stereo unspecified) | 86
15 | Cc1ccc(NC(=O)Cn2c(-c3nonc3NC(=O)c3ccc(F)cc3)nc3ccccc32)cc1F | 90
16 | Nc1nc2[nH]cc(CCc3ccc(C(=O)N[C@@H](CC(=O)O)c4nn[nH]n4)cc3)c2c(=O)[nH]1 | 98
17 | CCOc1ccc(NC(=O)c2ccoc2COc2ccccc2)cc1 | 100
18 | CCC(=O)c1cc(O)ccc1O | 96
19 | Cc1cc2nc3c4cc(Br)ccc4n(CCN(C(C)C)C(C)C)c3nc2cc1C | 101
20 | O=C(Cc1ccccc1)NNC(=O)N1c2ccccc2C=Cc2ccccc21 | 97
21 | N#Cc1c(N)nc2c(nnn2-c2ccccc2Cl)c1N | 100
22 | CCOC(=O)c1nn(C2CCCCO2)c2ccc(NC(=O)CSc3nnc(N)s3)cc12 (stereo unspecified) | 98
23 | Oc1ccccc1C=Nc1ccccc1N=Cc1ccccc1O.[Cu+2] | 56
24 | CCCn1c(CC)nc([N+](=O)[O-])c1Sc1ncn[nH]1 | 95
25 | c1cc[n+](Cc2c3ccccc3cc3c2ccc2ccccc23)cc1 | 36
26 | Brc1cccc(-n2ncc3c(Nc4ccc(OCc5ccccc5)cc4)ncnc32)c1 | 113
27 | CCOC(=O)CC1CSC(N/N=C/c2ccc(F)c(F)c2)=N1 (stereo unspecified) | 119
28 | Cc1ccc(NC(=O)Nc2ccc(F)c(C(=O)c3c[nH]c4ncccc34)c2F)cc1 | 126
29 | O=C(CNc1ccccc1)Cn1cc(COc2ccc(C=Nc3cnc4ccccc4c3)cc2)nn1 | 101
30 | O=C1CCC(OC(c2ccc(Cl)cc2)c2ccc(Cl)cc2)N1 (stereo unspecified) | 101

An excerpt from above in order of SMILES length, lowest first.
no. | molecule | HL-60(TB)
17 | CCOc1ccc(NC(=O)c2ccoc2COc2ccccc2)cc1 | 100
24 | CCCn1c(CC)nc([N+](=O)[O-])c1Sc1ncn[nH]1 | 95
16 | Nc1nc2[nH]cc(CCc3ccc(C(=O)N[C@@H](CC(=O)O)c4nn[nH]n4)cc3)c2c(=O)[nH]1 | 98

(cont.)
no. | molecule | HL-60(TB)
31 | COc1cc(-c2nc(SCCC(C)C)nc(NNC(=O)c3ccncc3)c2C#N)cc(OC)c1OC | 116
32 | Cn1c2c(Cl)c(Cl)ccc2c2ccn3c(=O)c4ccccc4nc3c21 | 106
33 | CC(C)N(C)C(=O)CSc1ccc(Cl)cc1 | 93
34 | O=C1CCC(N2CCSC2=S)N1 (stereo unspecified) | 95
35 | ClNc1nc(NCl)nc(NCl)n1 | 103
36 | CN1CCSC1=S | 82
37 | OC(C[n+]1ccccc1)c1ccccc1 (stereo unspecified) | 66
38 | COc1ccc2c(c1)c(-c1noc(C(=O)c3cn(C)c4ncccc34)n1)cn2C | 99
39 | CSc1nn(-c2ccccc2)c2ncnc(Nc3ccc(Cl)cc3)c12 | 90
40 | O=S1(=O)CCN(CCCCc2ccccc2)CC1 | 107
41 | C=CCOc1ccnc(-c2ccccc2)n1 | 83
42 | CCC(=O)Nc1ccc(-c2nc(-c3cccc(O)c3)c(-c3ccnc(Br)c3)[nH]2)cc1 | 36
43 | Cn1ccc2c(c1=O)C(=O)c1nccc3c1c-2nc1ccccc13 | -67*
44 | Nc1nc(N)c(N=Nc2c(Br)cc(S(N)(=O)=O)cc2Br)c(N)n1 | 105
45 | CCCCN1C(=O)/C(=c2\sc3n(c2=O)NC2C(N=3)N(CC)C(=S)N2CC)c2ccccc21 (stereo unspecified) | 94
46 | O=C(NNc1cc(N2CCCC2)nc(N2CCCC2)n1)c1ccccc1 | 87
47 | Fc1ccc(-c2cc3nc(C(Cl)Cl)nc(-c4ccco4)n3n2)cc1 | -43*
48 | COc1ccc2c(c1)CC[C@@H]1[C@@H]2CC[C@]2(C)c3c(cc(C#N)c4c3sc3ccccc34)C[C@@H]12 | 92
49 | CCOC(=O)/C(=C\c1ccc(Cl)cc1)C(C)=O | 110
50 | O=c1ccn(C2CC(O)C(COC(c3ccccc3)(c3ccccc3)c3ccccc3)O2)c(=O)[nH]1 (stereo unspecified) | 10[100 µM]
51 | COc1ccc(/C=C2\CCC3C(=O)CCCC3(C)C2=O)cc1 (stereo unspecified) | 90
52 | O=C(NCc1ccccc1)Nc1cc(Cl)ccc1Cl | 84
53 | CN(CCCl)CC1OC(c2ccccc2)OC2C1OC1OC(C)(C)OC12 (stereo unspecified) | 84
54 | CCCC1(C)COC(c2ccc(OC)cc2)OC1 (stereo unspecified) | 97
55 | COc1c(O)cc2c(c1CC=C(C)C)OC(=O)c1c(cc(O)c(CC=C(C)C)c1O)O2 | 31
56 | CC(C)CCC[C@@H](C)[C@H]1CC[C@H]2[C@@H]3CC[C@H]4C[C@@H](N(C)C)CC[C@]4(C)[C@H]3CC[C@]12C | 101
57 | Cc1cc(C)n2ncnc2n1 | 91
58 | CCCN1C(=O)C(c2ccccc2)C(=O)N2C1=C1CCCN1C(=O)c1ccccc12 (stereo unspecified) | 103
59 | CC1=CC(C)C(C(=O)O)C(C(=O)O)C1 (stereo unspecified) | 134
60 | Cc1ccc2oc(=O)cc(CSc3nnc(-c4ccc(F)cc4)o3)c2c1 | 103
61 | FC(F)(F)c1ccn(-c2ccc(C3=NNC(c4ccc[nH]4)C3)cc2)n1 (stereo unspecified) | 31
62 | CCCCCCOc1ccc(C2(Cl)c3ccccc3N(C)c3ccccc32)cc1 | 65
63 | O=C1/C(=C/c2cn(Cc3ccccc3)c3ncccc23)N2CCC1CC2 | 91
64 | O=S(=O)(NCCCNc1nccc(-n2cnc3ccccc32)n1)c1ccc(C(F)(F)F)cc1 | 101
65 | Cc1nc2ccccc2n1C(=O)C[C@@H]1NC(=S)NC1=O | 101
66 | O=Cc1ncc(CO)s1 | 81
67 | O=C(Nc1cccc(Cl)c1)Oc1cccnc1 | 101
68 | COc1ccc(-c2cc(-c3ccccc3)nc(SCCCC(=O)NO)n2)cc1 | -31*
69 | C=CCNc1ccccc1 | 125
70 | O=C(N/N=C1\SCC(=O)N1c1ccccc1)c1cc(-c2cc3ccccc3o2)nn1-c1ccccc1 | 112
71 | NC(=S)N=Nc1ccc(O)cc1 | 118
72 | COc1c(CNC(=O)CCl)cc2[nH]c(C)cc2c1CNC(=O)CCl | 39
73 | CC(=O)NC1CCC(=O)C=C1c1ccccc1 (stereo unspecified) | 131
74 | O=C(CSc1nnc(-c2ccccc2)o1)Nc1ccc(C(=O)/C=C/c2ccccc2)cc1 | 71
75 | COc1cc(Cl)cc(-c2nn(-c3cccc(NC(=O)Nc4cccc(C(F)(F)F)c4)c3)cc2-c2ccncc2)c1 | -7.9*
76 | O=C(NC1CC1)c1ccccc1 | 91
77 | COC(=O)c1c(C)nc(Nc2nc3ccccc3o2)nc1-c1ccc(OC)cc1 | 93
78 | Cc1nc(N)cc(C[n+]2csc(CCO)c2C)n1 | 98
79 | O=c1[nH]c2nc3ccccc3c(=O)[nH]n-2c1=O | 117
80 | CC1(C)C(=NO)C(C)(C)C1=NO | 113

Look-ups from the results shown:
Reading of CN(CCCl)CC1OC(c2ccccc2)OC2C1OC1OC(C)(C)OC12 (stereo unspecified) under HL-60(TB): 84
Reading of COC(=O)c1c(C)nc(Nc2nc3ccccc3o2)nc1-c1ccc(OC)cc1 under HL-60(TB): 93

Following part
no. | molecule | HL-60(TB)
81 | Clc1ccc2c(c1)C=C1CCCCC3=Cc4cc(Cl)ccc4OC13O2 | 101
82 | CC(C)(C)c1cc(C(=O)Nc2ccc(C(=O)NCCN)cc2)cc(C(C)(C)C)c1 | -68*
83 | Brc1ccc(-c2cc(-c3ccc(Br)cc3)cc(-c3ccc(Br)cc3)c2)cc1 | 99
84 | O=C(/C=C/c1ccc(F)cc1)c1ccc(Nc2nc(NCCO)nc(NCCO)n2)cc1 | 104
85 | N#Cc1c(N=Cc2ccc(N3CCCCC3)cc2)oc(-c2ccccc2)c1-c1ccccc1 | 93
86 | CC1(C)OC2OC(COC(=O)c3ccccc3)C(=O)C2O1 (stereo unspecified) | 109
87 | Cc1ccc(-n2c(-c3ccccc3)c(-c3ccccc3)[nH]c2=O)cc1 | 85
88 | CCC(C)(c1ccc(O)cc1)c1ccc(O)cc1 | 104
89 | COc1ccc(NC(=O)C2=C(C)Nc3ncnn3C2c2ccc(OC)cc2)cc1 (stereo unspecified) | 102
90 | CNC(=O)c1cc(N2CCc3cc(NC(=O)Nc4ccc(F)c(C(F)(F)F)c4)ccc32)ccn1 | 65
91 | Cc1c(C(=O)Nc2ccccc2)sc(N)c1C#N | 87
92 | COc1cc(/C=N/Nc2ccccc2C)cc(OC)c1OC | 100
93 | FCOC(C(F)(F)F)C(F)(F)F | 96
94 | CC(=O)Nc1cc(Cl)ccc1[N+](=O)[O-] | 105
95 | CN(C)c1ccc(-c2nc(SCC(=O)NCCc3ccc(S(N)(=O)=O)cc3)[nH]c(=O)c2C#N)cc1 | 114
96 | CN1CCN(C(=O)OCc2nc3c(N4CCOCC4)nc(Cl)nc3n2C)CC1 | -53*
97 | CCN(CC)CCCC(C)Nc1ccnc2cc(Oc3ccccc3)ccc12 (stereo unspecified) | 98&69
98 | Cc1ccccc1C(=O)N(C(C)C)C(C)C | 100
99 | O=C(NCCCCO)c1cncnc1Nc1ccc2c(ccn2Cc2ccccn2)c1 | 118
100 | CC[C@]12C=CCN3CC[C@@]4(c5ccc(OC)cc5N(C)[C@H]4[C@@](O)(C(=O)OC)[C@@H]1OC(=O)CCC(=O)OCc1cn(Cc4ccc(F)cc4)nn1)[C@@H]32 | 99
101 | O=S(=O)(NCCCNc1nccc(-c2c(-c3ccccc3)nc3occn23)n1)c1ccc(C(F)(F)F)cc1 | 102
102 | COc1ccc(-c2nc3nonc3[nH]c2=O)cc1 | 95
103 | Cc1ccc(/C=C(/C#N)n2nnc3ncccc32)cc1 | 0.1*
104 | Cc1cc(C)n(C(=O)c2sc(=S)n(-c3ccccc3)c2NCC#N)n1 | 106
105 | CC(=O)Nc1ccc(S(=O)(=O)N/N=C(\C)c2ccc(C)cc2C)cc1 | 86
106 | Cc1ccccc1NC(=O)/C=C/c1ccc(OCCOc2ccc3c(C)cc(=O)oc3c2)cc1 | 97
107 | CCC(CC)COC(=O)c1ccccc1C(=O)OCC(CC)CC | 95
108 | CN1CCN(Cc2ccc(NC(=O)c3cncc(C#Cc4cnc5cccnn45)c3)cc2C(F)(F)F)CC1 | -38*
109 | CCOC(=O)C(CC)(C(=O)OCC)C(C)C | 82
110 | CC1CCC2(C(=O)O)CCC3(C)C(=CCC4C5(C)CCC(O)C(C)(C)C5CCC43C)C2C1C (stereo unspecified) | 5.8*!

Quoted at random: 3 compounds from above
no. | molecule | HL-60(TB)
101 | O=S(=O)(NCCCNc1nccc(-c2c(-c3ccccc3)nc3occn23)n1)c1ccc(C(F)(F)F)cc1 | 102
102 | COc1ccc(-c2nc3nonc3[nH]c2=O)cc1 | 95
108 | CN1CCN(Cc2ccc(NC(=O)c3cncc(C#Cc4cnc5cccnn45)c3)cc2C(F)(F)F)CC1 | -38*

More structures:
no. | molecule | HL-60(TB)
111 | N#CC1=C(N)n2nc(-c3ccncc3)nc2NC1c1ccc(Cl)cc1 (stereo unspecified) | 100
112 | CCOC(=O)C(C)(c1ccccc1)c1ccccc1 | 104
113 | O=C(/C=C/c1sc(Cl)nc1Cl)c1ccc(Br)cc1 | 71
114 | COC(=O)C1=C(C)NC(C)=C(C(=O)OC(C)(C)C)C1c1cccc(C#N)c1 (stereo unspecified) | 95
115 | COC(=O)Cc1cc(O)cc2oc(-c3ccc(OC)c(O)c3)cc(=O)c12 | 122
116 | COc1ccc(N=Nc2c(N)nn3c(=O)c4cc5ccccc5oc4nc23)cc1 | 103
117 | CC(=O)[C@H]1CC[C@H]2[C@@H]3CCC4=CC(=O)CC[C@]4(C)[C@H]3C=C[C@]12C | 59
118 | Fc1ccc(C2CC(c3cccc(Nc4ccncc4)c3)=NN2c2cc(Cl)cc(Cl)c2)cc1 (stereo unspecified) | -13*
119 | O=[N+]([O-])c1ccc(Oc2ccc([N+](=O)[O-])cc2)cc1 | 113
120 | Cc1nc2sc(C(=O)Nc3cccc4ccccc34)c(N)c2cc1C(=O)/C=C/c1ccccc1 | 4.5*
121 | CC(=O)OC[C@]12CC[C@@H]([C@@H](C)C(=O)O)[C@@H]1[C@H]1CC[C@@H]3[C@@]4(C)CCCNC(C)(C)[C@@H]4CC[C@@]3(C)[C@]1(C)CC2 | 95
122 | OC(CN1CCCCC1)c1ccc2c3c(cccc13)CC2 (stereo unspecified) | 88
123 | C=C(Br)c1ccc2c(c1)OCO2 | 109
124 | CC(C)CC(C)NCCOC(=O)c1ccccc1 (stereo unspecified) | 98&98
125 | c1cc2[nH]ncc2cc1-c1nc2ccc3[nH]ncc3c2c2c1CCC2 | -4.4*
126 | Nc1nn2c(-c3cc4ccccc4oc3=O)ccnc2c1N=Nc1ccccc1 | 108
